ST2 IL33 inh: IL1RL1 inhibition | Q01638 | AlphaLISA ST2-Fc/biotin-IL-33 interaction, 1 h | inhibition, % for hits at 17 µM | actives 2.3% (n = 78,000) | AID 1259354; in the data active = inhibition above about 30%; inconclusive = mostly about 10% to 28%
Target sequence (Q01638 whole entry, looked up): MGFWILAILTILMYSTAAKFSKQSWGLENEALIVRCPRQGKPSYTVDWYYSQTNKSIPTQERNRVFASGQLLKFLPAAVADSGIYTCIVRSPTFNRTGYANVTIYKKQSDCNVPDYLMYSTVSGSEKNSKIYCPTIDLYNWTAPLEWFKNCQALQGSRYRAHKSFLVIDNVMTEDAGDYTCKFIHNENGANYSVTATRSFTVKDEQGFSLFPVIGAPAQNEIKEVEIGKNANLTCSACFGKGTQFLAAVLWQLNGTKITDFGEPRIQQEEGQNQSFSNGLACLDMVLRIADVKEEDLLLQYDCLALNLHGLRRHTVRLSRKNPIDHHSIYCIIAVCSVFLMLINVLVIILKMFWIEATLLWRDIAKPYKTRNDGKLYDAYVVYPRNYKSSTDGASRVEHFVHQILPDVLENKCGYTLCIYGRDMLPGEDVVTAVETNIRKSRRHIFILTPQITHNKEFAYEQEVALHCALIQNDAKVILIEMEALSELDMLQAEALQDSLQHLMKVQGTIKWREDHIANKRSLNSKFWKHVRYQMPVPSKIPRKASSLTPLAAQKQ
Numbers without * were called inactive; i = inactive; ? = inconclusive. Some of the compounds tested; the hit share may differ from the screen's.

structure	ST2 IL33 inh
CC(Nc1nc(-c2ccc([N+](=O)[O-])cc2)nc2ccccc12)c1ccccc1 (stereo unspecified)	i
c1cncc(-c2nnc([C@H]3CCN(Cc4cccs4)C3)o2)c1	i
O=C(NCCCc1nc2ccccc2o1)c1scc2c1OCCO2	i
O=C(CCS(=O)(=O)c1cccc2nonc12)N1CCCC1	i
O=C(CSC1CC(=O)N(c2ccccc2F)C1=O)Nc1cccc(Cl)c1 (stereo unspecified)	i
Fc1ccccc1CN1CCOC(Cc2ccccc2)C1 (stereo unspecified)	i
Cn1c(=O)cc(C(=O)N2CCC(c3ccc(C(=O)O)cc3)C2)c2ccccc21 (stereo unspecified)	?
CCOc1ccc(-n2c(C)nc3c(cnn3-c3ccc(C)cc3)c2=O)cc1	i
CC(C)OCCCn1c(SCC(N)=O)nc2c(sc3ccccc32)c1=O	i
Cc1ccc(-n2cc(-c3ccccc3)[nH]c2=O)cc1F	i
CN(CC(=O)Nc1ccc(Br)cc1)S(=O)(=O)c1ccc2c(c1)CCC(=O)N2	i
c1ccc(CN2CCN(CCN3CCn4c3nc3ccccc34)CC2)cc1	i
O=C1NN=C(c2ccccc2O)C1[N+](=O)[O-] (stereo unspecified)	i
Cc1ccc(S(=O)(=O)NC(c2ccccc2)c2ccccc2)cc1	i
Cc1ccccc1CN1CCC(CNC(=O)c2cccn(C)c2=O)C1 (stereo unspecified)	i
O=C(Nc1cc(NC(=O)c2ccccc2)cc(-c2nc3ccccc3o2)c1)c1ccccc1	?
CC(C)c1ccc(NC2=NS(=O)(=O)c3ccccc32)cc1	i
O=C(Nc1cccc(Cl)c1Cl)c1cccc(Br)c1	i
COc1cc(NC(=O)c2cccc(C)c2)c(OC)cc1Cl	i
O=C(c1cn(Cc2ccccc2Cl)nn1)N1CCN(c2ccccc2O)CC1	i
C=CCNC(=O)C[C@@H]1CCN(C(=O)Nc2cccc(C(=O)OCC)c2)C[C@@H]1CC	?
CC(=O)c1c(C)oc2c(Br)cc(NS(=O)(=O)c3ccc(C)cc3)cc12	i
O=C(CCC1CCCCC1)NC1CCCCCC1	?
CCOc1ccccc1NC(=O)Nc1ccc(Cl)cc1	i
COc1ccccc1CNC(=O)C[C@@H]1CCNC[C@@H]1Cc1cc(C(C)(C)C)on1	i
COc1ccc(CNC(=O)c2nn3c(c2Cl)NC(c2ccco2)CC3C(F)(F)F)cc1 (stereo unspecified)	i
CCOc1cc(C(=O)Nc2c(C)cc(C)cc2Cl)cc(OCC)c1OCC	i
COc1ccc2c(c1)-c1nc(NC(C)=O)sc1CC2	i
COc1cc(C(=O)Nc2cc3c(ccc4ccccc43)oc2=O)cc(OC)c1OC	?
O=C(O)COc1ccc(/C=C2/NC(=O)NC2=O)cc1Br	i
N#Cc1cccc(Nc2c3c(nc4ccccc24)CCC3)c1	i
CC1CCCC(NC(=O)c2cc(-c3ccncc3)nc3ccccc23)C1C (stereo unspecified)	?
Oc1ccc(C=Nc2ccc3oc(-c4ccc(F)cc4)nc3c2)c(O)c1	i
O=[N+]([O-])c1ccc(S(=O)(=O)N2CCN(c3ccccc3)CC2)cc1	i
O=C(Cn1c(=O)sc2ccccc21)NCc1ccccc1F	i
O=C(NCCc1cnc[nH]1)C1CCCN(C2CCN(Cc3ccccc3)CC2)C1 (stereo unspecified)	?
OCC#Cc1csc(CN2CC[C@@H](c3ccc(F)cc3)[C@H](O)C2)c1	i
COCCNC(=O)c1ccc(OC2CCN(C(=O)C3=CCCC3)CC2)c(Cl)c1	i
CCc1cc2c(C)cc(=O)oc2c(CN2CCCCC2CC)c1O (stereo unspecified)	i
COc1ccc(Cl)cc1N=CC1=C(O)CC(C)(C)CC1=O	?
COc1c(C)cc(C(=O)C2CCCN(Cc3cn[nH]c3C(=O)O)C2)cc1C (stereo unspecified)	?
Cc1ccc(SCC(=O)Nc2nncs2)cc1	i
CCOc1ccc(-n2c(SC(C)C(=O)OC)nc3c(c2=O)SCC3)cc1 (stereo unspecified)	i
O=C(CN(c1cccc(C(F)(F)F)c1)S(=O)(=O)c1ccccc1)Nc1ccc(Cl)cc1	i
Cc1cccc(OCCCn2ccnc2)c1C	?
C=C(C)COc1ccccc1C(=O)NC(C)c1nc(-c2cccnc2)no1 (stereo unspecified)	i
CCCCc1cc(C[C@H]2CNCC[C@H]2CC(=O)N2CCCCC2)no1	?
C=CCOc1ccc(/C=C2/SC(N3CCOCC3)=NC2=O)cc1	i
O=C(NCCCc1ccccc1)c1cccn1-c1nnc(N2CCCCC2)s1	i
O=C(C1CC1)N1CCc2cc(Br)cc(S(=O)(=O)NCc3ccccc3Cl)c21	i
Cc1nnc(CN(C)C(=O)CC(c2ccccc2)c2ccc3c(c2)OCO3)o1 (stereo unspecified)	i
Cc1ccc(C2C3=C(CCCC3=O)NC3=C2C(=O)c2ccccc23)cc1 (stereo unspecified)	i
COc1cc(OC)c(C2SC(NC(C)=O)=NN2C(C)=O)cc1Br (stereo unspecified)	i
CCN(CCO)C(=O)C(c1ccccc1)c1ccccc1	i
Cc1ccc(NS(=O)(=O)c2ccccc2[N+](=O)[O-])c(Br)c1	i
O=C1NN(c2ccc(Br)cc2)C(=O)/C1=C\c1cccn1-c1ccc([N+](=O)[O-])cc1	33.0%*
CCCn1ncc(CN2CCCC(C(=O)Nc3ccccc3-c3ccc(OC)cc3)C2)c1C (stereo unspecified)	i
O=C(Nc1cc(Cl)ccc1Cl)c1cccc(Br)c1	i
CC(C)CCNC(=O)C1(O)c2ccccc2NC(=O)N1c1ccccc1 (stereo unspecified)	i
Cc1ccc(O)c(C2N(Cc3ccccc3O)CCN2Cc2ccccc2O)c1	i

In a second layout: results already given.
structure: O=C(CCS(=O)(=O)c1cccc2nonc12)N1CCCC1
  ST2 IL33 inh = i

structure: O=C(CSC1CC(=O)N(c2ccccc2F)C1=O)Nc1cccc(Cl)c1 (stereo unspecified)
  ST2 IL33 inh = i

structure: Fc1ccccc1CN1CCOC(Cc2ccccc2)C1 (stereo unspecified)
  ST2 IL33 inh = i

Remaining list, next part:
Compound	ST2 IL33 inh
Cc1[nH]nc(-c2ccccc2)c1Br	i
CCN1CCCC1CNC(=O)Cc1cn(C)c2ccccc12 (stereo unspecified)	i
O=S(=O)(c1ccc(Br)cc1)N1CCN(c2cc(-c3ccc(F)cc3)ncn2)CC1	i
COc1ccc(-c2nc(N3CCCCC3)nc3nn4c(C)c(CCC(=O)O)c(C)nc4c23)cc1	i
CCn1cc(C(=O)NCC2CCCO2)c(=O)c2cc(S(=O)(=O)N3CCCCCC3)ccc21 (stereo unspecified)	?
O=S(=O)(Nc1ccccn1)c1ccc(Cl)cc1	i
C=CCOc1cccc(C(=O)N2CCCC(N3CCN(c4ccccc4OC)CC3)C2)c1 (stereo unspecified)	i
CCCc1ccc(Oc2cn[nH]c2-c2ccc(O)c(C)c2O)cc1	i
CCCNC(=O)Nc1ccc(C(=O)O)cc1	i
COc1cccc(CNC(=O)CCC2CCCN(C(=O)c3cccc(-c4ccco4)c3)C2)c1 (stereo unspecified)	?
Cc1oc2ccc(OCC#N)cc2c1C(=O)OC(C)C	i
CCCc1cc2c(=O)c(-c3cc4ccccc4o3)coc2cc1OC	i
Cc1ccc(N2CC(NC(=O)c3ccc(Br)o3)CC2=O)cc1C (stereo unspecified)	i
c1ccc(-c2nc3c(c(N4CCCC(Cn5ccnc5)C4)n2)CCNC3)cc1 (stereo unspecified)	i
CCC1=C(c2ccc(OC)cc2)S(=O)(=O)N(CC(=O)Nc2cc(OC)ccc2OC)C1=O	?
O=C(Nc1ccccc1[N+](=O)[O-])c1cc(I)ccc1Cl	35.0%*
O=C(Nc1ccc(F)cc1F)c1cc(-c2cccs2)on1	i
CC(C)Cc1ncc2c(n1)CN(C(=O)c1cccc(-n3cnnc3)n1)C2	i
COC(=O)[C@@H]1Cc2ncn(Cc3ccc(Cl)cc3)c2CN1S(=O)(=O)c1ccc(OC)cc1	i
O=C(Cc1ccccc1)N1CCN=C1SCc1ccc(Br)cc1	i
CC1=NN(c2ccccc2)C(=O)/C1=C\N(O)c1ccccc1	?
Cc1cc(NC(=O)c2noc3c2CCc2ccccc2-3)n(-c2ccccc2)n1	i
CN(C)CCC(OC(=O)C1(c2ccccc2)CCCC1)c1ccccc1 (stereo unspecified)	i
O=[N+]([O-])c1ccc(S(=O)(=O)NCCc2ccccc2)cc1	i
O=C(O)C1Cc2c([nH]c3ccccc23)C(c2ccccc2Cl)N1 (stereo unspecified)	i
CCOC(=O)C1(CCc2ccccc2)CCN(C(=O)Nc2ccc(SC)cc2)CC1	i
NC(=O)COc1ccc(/C=C2/N=C(c3ccccc3Cl)OC2=O)cc1	?
CN1CCc2c(sc(NC(=O)Cc3ccccc3)c2-c2nc3ccccc3s2)C1	i
COc1ccccc1C(C)N(C)C(=O)Nc1nc(-c2ccccc2)ns1 (stereo unspecified)	i
COc1ccc(NC(=O)c2ccc(OC)cc2)cc1	i

Grouped by structure, the entries above with an NH in an aromatic ring
Compound	ST2 IL33 inh
Cc1ccc(-n2cc(-c3ccccc3)[nH]c2=O)cc1F	i
O=C(NCCc1cnc[nH]1)C1CCCN(C2CCN(Cc3ccccc3)CC2)C1 (stereo unspecified)	?
COc1c(C)cc(C(=O)C2CCCN(Cc3cn[nH]c3C(=O)O)C2)cc1C (stereo unspecified)	?
Cc1[nH]nc(-c2ccccc2)c1Br	i
CCCc1ccc(Oc2cn[nH]c2-c2ccc(O)c(C)c2O)cc1	i
O=C(O)C1Cc2c([nH]c3ccccc23)C(c2ccccc2Cl)N1 (stereo unspecified)	i

(further entries)
Compound	ST2 IL33 inh
O=C(CCCc1ccccc1)NCc1ccccn1	i
Cc1ccc(Cn2c(CNS(=O)(=O)c3ccc(CC(C)C)cc3)nc3cccnc32)cc1	i
CCN(CCCNc1ncnc2nc[nH]c12)c1cccc(C)c1	?
COc1ccc(-n2nc(C(=O)N3CCCCCC3)c3c4ccccc4n(C)c3c2=O)cc1Cl	i
CC(C)Cc1cc(-c2ccco2)c(C#N)c(N)n1	i
CC(=O)c1ccc(N2CCN(Cc3ccc(N(C)C)cc3)CC2)cc1	?
O=C(c1ccccc1OC1CCN(Cc2cccc3c2OCO3)CC1)N1CCCCC1	i
CC(C)CN(CC(C)C)C(=O)c1cccc(Br)c1	i
CC(=O)N(c1ccccc1)C1CC(C)Nc2ccccc21 (stereo unspecified)	i
CCCCN(CC)C(=O)c1ccc(F)cc1	i
Cn1c(=O)c2c(SCc3ccccc3F)nc(-c3cccs3)nc2n(C)c1=O	?
CCc1ccccc1NC(=O)CN(c1ccc(Br)cc1)S(C)(=O)=O	i
CC1=C[C@@H](CNC(=O)C(C)(C)C)[C@H](C(C)C)C[C@H]1CC(=O)NCc1ccc(F)cc1	i
O=C(Nc1ccccc1)N[C@H]1C[C@H]2C(=O)NC[C@@H](CCC(=O)N3CCN(c4ccccn4)CC3)N2C1	i
CCc1c(C)nn(CC(=O)N2CCCC(Nc3ccccc3)C2)c1C (stereo unspecified)	i
CC1CCCC(C)N1CCNC(=O)C1CC(=O)N(c2ccc(F)c(Cl)c2)C1 (stereo unspecified)	i
CCN1/C(=C/C(C)=O)Sc2ccccc21	?
Cc1cccnc1N1CCN(C(=O)c2cccc(-c3ccc(O)cc3)c2)CC1	?
CCCC(=O)Oc1ccc2c(=O)c(Oc3cc(C)cc(C)c3)coc2c1	i
CC(N=C(NS(=O)(=O)c1ccccc1)c1ccccc1)C(=O)O (stereo unspecified)	i
Cc1cccc(Cc2c(C)nc3nc(SCC(=O)N4CCC5(CC4)OCCO5)nn3c2C)c1	i
CCC1CN(C(=O)c2ccnc(C(C)C)n2)CCC(=O)N1Cc1ccccc1 (stereo unspecified)	i
C=CCNC(=O)N[C@H]1[C@H](O)[C@@H](N2CCN(C(C)=O)CC2)[C@@H]2OC[C@H]1O2	i
O=C(c1cccn2c(=O)c3c4c(sc3nc12)CCCC4)N1CCN(c2ncccn2)CC1	?
C=CCN(Cc1ccccc1C)C(=O)c1cccc2cnccc12	i
CCCCc1nc(SCC(=O)NC2CCCCC2)n[nH]1	?
Cc1ccc(N2CSC3=C(C#N)C(c4ccccc4F)CC(=O)N3C2)cc1 (stereo unspecified)	i
Cc1cc(O)c(NC(=O)c2ccc(Br)o2)cc1C	?
Cc1cc(OCC(=O)Nc2cccc3nsnc23)ccc1Cl	?
Cc1cccc(OCC(=O)N2CC3(C)CC2CC(C)(C)C3)c1C (stereo unspecified)	i
Clc1ccc(OCCn2nnc3ccccc32)cc1	i
O=C1C(=O)N(CN2CCCCCC2)c2ccccc21	42.0%*
O=C(c1ccc(Cl)cc1)c1c[nH]c2ccc(F)cc2c1=O	i
COc1cccc(CNC(=O)c2cc3cc4ccc(OC)cc4nc3o2)c1	?
COc1ccccc1N1CCN(C2CCN(Cc3cccc(C)c3)CC2)CC1	?
O=C(O)c1cc(-c2cccnc2)nc2ccc(S(=O)(=O)N3CCCCCC3)cc12	?
O=C1C(=O)N(CCN2CCOCC2)C(c2cccs2)C1=C(O)c1ccc(Cl)cc1 (stereo unspecified)	i
CS(=O)(=O)N1CCC(Oc2ccccc2C(=O)NCCCn2cccn2)CC1	i
Cc1ccc(OCC(=O)Nc2ccc(C)c(OCc3cc(=O)n4cccc(C)c4n3)c2)cc1C	i
Cc1c(C(=O)N2CCN(C)CC2)oc2ccc(S(=O)(=O)N3CCCCCC3)cc12	i
CCCS(=O)(=O)N1CCN(c2nc(C)cc(N3CCCC3)n2)CC1	i
COc1ccc(Cn2c(CNC(=O)c3ccccc3F)nc3cccnc32)cc1	?
CC1=CC(=NC(=NS(=O)(=O)c2ccc(C)cc2)c2ccccc2)C(C)=CC1=O	44.0%*
CCc1ncc(CN2C[C@@H]3CN(C(=O)C4CC4)C[C@]3(C(=O)O)C2)cn1	i

Part of the list above in order of count of non-hydrogen atoms, lowest first:
Compound	ST2 IL33 inh
Clc1ccc(OCCn2nnc3ccccc32)cc1	i
O=C(c1ccc(Cl)cc1)c1c[nH]c2ccc(F)cc2c1=O	i
CCc1ncc(CN2C[C@@H]3CN(C(=O)C4CC4)C[C@]3(C(=O)O)C2)cn1	i
CC1=CC(=NC(=NS(=O)(=O)c2ccc(C)cc2)c2ccccc2)C(C)=CC1=O	44.0%*
O=C1C(=O)N(CCN2CCOCC2)C(c2cccs2)C1=C(O)c1ccc(Cl)cc1 (stereo unspecified)	i

Screens (PubChem BioAssay)
